ADAM10 inh – inhibitors of human ADAM10 | AID 720582 | recombinant ADAM10, EDANS/DABCYL FRET peptide cleavage, 3 h | 370,000 tested, 0.62% active | inhibition, % at 7 µM;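 active = inhibition above a per-campaign cutoff equal to the mean of compounds falling between control-based bounds plus 3 SD, cut at about 20% in these data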;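 also: 0% = DMSO wells while the 100% control is not disclosed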
Target sequence (O14672 214-748 limits assumed): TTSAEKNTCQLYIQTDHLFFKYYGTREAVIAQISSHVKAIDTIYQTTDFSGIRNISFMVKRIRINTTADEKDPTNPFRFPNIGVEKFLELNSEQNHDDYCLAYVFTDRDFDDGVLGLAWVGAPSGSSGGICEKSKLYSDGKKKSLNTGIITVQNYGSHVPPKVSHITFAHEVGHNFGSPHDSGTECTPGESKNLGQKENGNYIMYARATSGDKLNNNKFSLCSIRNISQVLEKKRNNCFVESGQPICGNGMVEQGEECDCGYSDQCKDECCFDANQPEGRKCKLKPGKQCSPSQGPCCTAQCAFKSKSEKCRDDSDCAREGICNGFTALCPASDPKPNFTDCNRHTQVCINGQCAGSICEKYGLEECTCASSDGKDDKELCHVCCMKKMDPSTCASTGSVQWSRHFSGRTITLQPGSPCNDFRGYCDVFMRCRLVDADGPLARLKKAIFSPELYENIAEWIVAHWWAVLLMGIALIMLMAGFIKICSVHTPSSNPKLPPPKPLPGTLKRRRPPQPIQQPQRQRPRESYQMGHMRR
Tn6 DDE FP – disrupts Tn6 cyclic peptide binding to fibrin D-Dimer-E complex | Fibrin DD(E) TRITC-Tn6 fluorescence polarization displacement | inhibition, % at 8.3 µM | 370,000 tested, 0.21% active;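 active = inhibition above a per-campaign cutoff: mean of compounds within control limits plus 3 SD, cut at about 15% in these data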;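 also: 0% = median of all compound wells on the plate and 100% = blocking peptide control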
Tn7 DDE FP – DD(E)-Tn7 binding inhibition, primary FP screen. 370,000 tested, 0.13% active. AID 720508. FP displacement of FITC-Tn7 peptide from fibrin DD(E); 0% = median of compound wells per plate. P02675. inhibition, % at 8.3 µM;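 active = inhibition above the mean of compounds falling within the control limits plus 3 SD of them, cut at about 14% in these data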;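 also: 0% = plate median of compound wells and 100% = 10 µM Aha-Tn7 peptide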
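Measure: % inhibition scaled between sample-field median and high-control FP; Test system: human fibrin DD(E); Quantity: 2 µM final DD(E) protein; Doses: one dose, 8.3 µM nominal; Schedule: compound with protein 10 min, then 3 h after probe, room temperature; Detection: fluorescence polarization; Medium: Tris buffer with calcium and detergent, pH 7.8.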
TDP2 inh – blocks human TDP2 phosphodiesterase activity; AID 720702; O95551; inhibition, % at 12.8 µM; 370,000 tested, 0.34% active; recombinant TDP2, T5PNP hydrolysis, p-nitrophenol absorbance 415 nm;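 active = inhibition above the mean of all tested compounds plus 3 SD, set per campaign, cut at about 25% in these data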;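 also: 0% = DMSO with enzyme and 100% = buffer with substrate but no TDP2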
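test system = human TDP2 enzyme | input = TDP2 enzyme at 120 nM final | medium = 50 mM Tris-HCl pH 7.5 with Mg2+, KCl, DTT, BSA | also added = T5PNP substrate, 5 mM | times = 2 h at 37 °C | technique = epi absorbance | benchmarks = high control without enzyme, low control DMSO plus TDP2 | replication = each compound tested once, singlicate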
PLC-gamma1 inh – blocks human PLC-gamma1 enzyme activity | purified PLC-gamma1, fluorogenic substrate, fluorescence | 370,000 tested, 0.84% active | inhibition, % at 12.2 µM; in the data active = inhibition above about 9.5%
ADAM17 inh – ADAM17 inhibition, QFRET primary screen; P78536; recombinant ADAM17, EDANS/DABCYL FRET peptide cleavage; inhibition, % at 6.95 µM; 370,000 tested, 0.83% active;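 active = inhibition above the mean of compounds lying between control limits plus 3 SD, set per campaign, cut at about 8.5% in these data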;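 also: 0% = DMSO-only wells as the low control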
ASAP1 inh – blocks human ASAP1-stimulated Arf1 GTP hydrolysis; Q9ULH1; GDP FP detection; inhibition, % at 16.5 µM; 360,000 tested, 0.19% active; in the data active = inhibition above about 25%;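 also: 0% = vehicle with enzyme and substrate and 100% = no enzyme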
SIAE inh – human SIAE inhibition, primary screen. Q9HAT2. SIAE FP-Rh probe binding, fluorescence polarization. 370,000 tested, 0.69% active. AID 1053197. inhibition, % at 9.66 µM;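 active = inhibition above a cutoff: mean of compounds within the control limits plus 3 SD of those, cut at about 17% in these data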;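 also: 0% = plate median of compound wells and 100% = probe without SIAE protein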
Target sequence (Q9HAT2 whole entry, looked up): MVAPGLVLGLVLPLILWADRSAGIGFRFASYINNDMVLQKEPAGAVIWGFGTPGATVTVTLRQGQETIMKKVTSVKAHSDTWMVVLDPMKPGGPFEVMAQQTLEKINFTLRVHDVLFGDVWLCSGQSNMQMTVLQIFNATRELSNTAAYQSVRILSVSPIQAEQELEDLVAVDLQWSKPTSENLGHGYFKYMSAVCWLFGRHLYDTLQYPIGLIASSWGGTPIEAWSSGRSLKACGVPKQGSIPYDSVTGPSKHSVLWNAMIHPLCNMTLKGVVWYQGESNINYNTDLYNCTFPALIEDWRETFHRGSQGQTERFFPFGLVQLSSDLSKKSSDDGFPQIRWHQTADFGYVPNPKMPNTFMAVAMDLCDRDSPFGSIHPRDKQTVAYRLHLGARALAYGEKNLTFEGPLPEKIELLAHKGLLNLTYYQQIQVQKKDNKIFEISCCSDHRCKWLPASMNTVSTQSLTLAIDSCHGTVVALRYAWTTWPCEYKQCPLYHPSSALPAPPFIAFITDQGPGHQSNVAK
PLC-beta3 inh – inhibitors of human phospholipase C beta3. Q01970. Purified PLC-beta3, fluorogenic substrate, fluorescence. inhibition, % at 12.2 µM. 370,000 tested, 0.18% active. AID 720704; in the data active = inhibition above about 11%;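 also: 0% = median of compound wells on plate and 100% = full blocker control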
ARFGAP1 inh – rat ARFGAP1 inhibition | Q62848 | Arfgap1-stimulated ARF1 GTP hydrolysis, GDP FP detection | inhibition, % at 16.5 µM | 360,000 tested, 0.26% active | AID 651572;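 active = inhibition above a per-plate limit, mean inhibition of low control wells plus 3 SD, cut at about 25% in these data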;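 also: 0% = DMSO wells with enzyme and 100% = wells lacking Arfgap1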
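System: truncated rat Arfgap1 GAP domain / Medium: HEPES-based buffer, pH 7.5 / Also added: N-terminally truncated human ARF1-GTP substrate / Incubation: enzyme reaction 120 min at 25 °C after 20 min preincubation / Measured by: FP of antibody-bound GDP Alexa 633 tracer, ex 620/em 688 nm / Replicates: singlicate, each compound tested once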
* = called active by the depositor.

SMILES	ADAM10 inh	Tn6 DDE FP	Tn7 DDE FP	TDP2 inh	PLC-gamma1 inh	ADAM17 inh	ASAP1 inh	SIAE inh	PLC-beta3 inh	ARFGAP1 inh
COc1ccc(S(=O)(=O)N(C)C[C@@H]2Oc3cc(C#CC4CCCCC4)ccc3S(=O)(=O)N([C@@H](C)CO)C[C@@H]2C)cc1	15	-6	-5	-8	-4	8	4	-25	-5	13
COCC1CCN(C(=O)c2cc(COc3ccc4ncccc4c3)on2)CC1	-6	-2	10	-2	-2	-2	-5	-1	-4	7
COC(=O)c1sc(N(C)C)c(C#N)c1-c1ccccc1	0	1	1	2	-3	-4	-3	-15	-5	-1
COc1ccccc1CN1CC(C(=O)NC2CCCCC2)CC1=O (stereo not drawn)	-5	0	6	7	0	-3	15	-2	-1	0
O=C(NC1CCN(S(=O)(=O)c2ccc(Cl)cc2)CC1)c1cccnc1	0	-3	-5	2	0	-2	7	-1	-6	15
COc1ccccc1[C@@]1(C)ON(c2ccccc2C(F)(F)F)C1=O	-5	-2	-4	10	-3	-2	8	-8	0	6
Cc1cc(C)nc(SCC(=O)Nc2ncc3c(n2)CCCC3=O)n1	10	-5	2	0	8	2	-9	47*	0	-2
CCOC(=O)CCCNC(=O)CCNC(=O)c1ccc(OC)cc1	0	3	5	4	1	-5	5	-1	1	4
O=C(c1cn(Cc2ccccc2)nc1-c1cccnc1)N1CCN(Cc2ccccc2)CC1	-5	7	-1	4	-1	-1	-3	2	-5	11
CN(C)S(=O)(=O)c1cccc(NC(=O)COC(=O)c2cc(=O)[nH]c(=O)[nH]2)c1	1	-1	-7	-15	6	0	5	-1	6	1
COCCCNC(=O)C1CCCN(S(=O)(=O)c2ccc(C)cc2)C1 (stereo not drawn)	0	-2	5	1	-2	-6	8	2	6	3
COc1ccccc1CNC(=O)CS(=O)(=O)c1ccc(C)cc1	1	5	4	3	1	-7	-4	2	-7	-10
O=C(COC(=O)c1ccccc1Nc1ccccc1)NCc1ccccc1	-15	-6	-1	-4	-16	-7	3	5	-24	-1
CCC(=O)N1CCN(c2ccc(NC(=S)NC(=O)c3cccc([N+](=O)[O-])c3)cc2)CC1	-1	6	-8	8	1	2	-8	3	0	-1
O=C(CNCCc1ccccc1)N1CCc2ccccc2C1	-2	0	5	12	-3	0	-1	5	-6	-4
C[C@H](CO)N1C[C@H](C)[C@@H](CN(C)S(=O)(=O)c2cn(C)cn2)Oc2cc(Br)ccc2S1(=O)=O	-11	-2	-4	-3	1	-2	-1	0	0	-6
COc1ccc(C(C(=O)NC2CCCC2)N(C(=O)c2ccco2)c2ccccc2C(C)=O)cc1OC (stereo not drawn)	-4	8	-6	2	-1	-3	-15	2	-7	-3
CCCCOC(=O)CCCc1ccc([N+](=O)[O-])cc1[N+](=O)[O-]	-6	-6	2	-4	1	-5	11	1	1	3
C[C@@H](C(=O)Nc1ccc2ccccc2c1)[C@H]1C[C@]1(C)[C@H](NC(=O)c1cccnc1)c1ccccc1	3	3	-4	-8	4	4	17	-1	0	7
COc1ccccc1N1CCN(c2nc3ccccn3c(=O)c2C=O)CC1	3	3	3	10	-2	-1	4	-5	-5	5
COc1ccc(-n2c(C)cc(/C=N/Nc3nc(N4CCOCC4)nc(N4CCOCC4)n3)c2C)cc1	-18	4	1	-6	-26	-3	-5	-7	-29	6
O=C(NC(=S)NCc1ccccc1)c1ccccc1	1	0	4	-2	1	0	17	-4	-1	5
CC(C)C(NS(=O)(=O)c1cccs1)C(=O)NCc1ccccc1 (stereo not drawn)	2	-1	10	17	-1	0	-17	9	-8	7
Cc1cc(NC(=O)CSc2nc(C3CCCCC3)nc3ccccc23)no1	4	-2	-3	0	2	-1	1	-1	4	-8
Cc1ccc(CC(CC(=O)O)C(=O)Nc2ccc(Cl)cc2)cc1 (stereo not drawn)	0	5	-3	9	3	2	-8	0	-7	1
Next section.
SMILES	ADAM10 inh	Tn6 DDE FP	Tn7 DDE FP	TDP2 inh	PLC-gamma1 inh	ADAM17 inh	ASAP1 inh	SIAE inh	PLC-beta3 inh	ARFGAP1 inh
O=C(CC(c1ccccc1)c1ccccc1O)N1CCCC1 (stereo not drawn)	-4	-6	-1	0	-1	-5	0	9	3	-7
Cc1cc(C)cc(Nc2ncnc3nc[nH]c23)c1	6	-1	-1	-12	-3	-3	-4	7	-11	12
Cc1cc(C)cc(C(=O)NC(CC(N)=O)c2ccc(NCCN3CCCC3)c([N+](=O)[O-])c2)c1 (stereo not drawn)	10	4	-8	-6	3	3	-3	-8	6	6
CCOc1ccccc1NC(=O)c1sc2nc(C)nc(N3CCOCC3)c2c1C	-4	-1	2	8	0	-1	4	0	-5	-17
COc1cc2c(cc1OC)C(c1ccc3c(c1)Cc1ccccc1-3)OC(=O)C2 (stereo not drawn)	9	6	6	6	-5	4	-1	-2	-6	10
CN1CCN(c2ccc(NC(=O)c3ccc4c(c3)OCCO4)cc2Cl)CC1	-11	-6	7	-6	0	-8	9	-4	-5	9
CC(=O)c1ccc(S(=O)(=O)NCCC(=O)OC(C)C(=O)Nc2ccc(F)cc2)cc1 (stereo not drawn)	-4	-6	-6	2	1	-1	1	-6	3	-2
CC(=O)Nc1ccc(S(=O)(=O)Nc2cccc(-n3cnnn3)c2)cc1	2	-3	4	5	-2	-5	-11	2	-3	-1
Cn1nc(-c2ccccc2)c(CO)c1Oc1ccc(F)cc1	3	-4	-3	-1	5	-2	-14	-1	0	5
O=C(c1ccc(Cn2cc(Br)cn2)cc1)N1N=C(C(F)F)CC1(O)C(F)F (stereo not drawn)	-5	-4	2	-7	-8	2	15	-4	-9	1
COc1ccc(-c2csc(C(NC(C)=O)c3cccc(OC)c3)n2)cc1 (stereo not drawn)	4	6	1	3	1	0	-15	-7	-2	8
Fc1ccc(NCc2nnc3n2CCCCC3)cc1	1	2	-4	-16	8	2	8	2	2	2
CC(CN1CCOCC1)OC(=O)c1ccc(Br)cc1 (stereo not drawn)	2	-1	5	9	-5	-6	-2	7	-3	12
O=C(O)c1ccc(CSc2nnc(-c3ccccc3)n2-c2ccccc2)cc1	-5	-3	1	-1	0	-7	2	-6	-7	2
N#CCCn1cc(/C=N/O)c(-c2ccccc2)n1	-3	3	-4	4	0	-6	1	-1	-3	1
CCOC(=O)c1ccccc1NC(=O)C1CC(=O)N(c2ccccc2)C1 (stereo not drawn)	5	7	2	-10	-1	-6	-8	-4	-2	4
Cc1cc(C)cc(Oc2ncnc3c2ncn3Cc2c(Cl)cccc2Cl)c1	11	3	1	1	3	1	19	0	4	-2
Cc1ccc2c(c1)N(CC(=O)NCc1ccco1)C(=O)C(C(C)C)O2 (stereo not drawn)	5	5	-4	-1	2	-1	8	-2	-3	10
COc1ccc(CCNc2nc(C)nc3c2nnn3Cc2ccccc2)cc1	0	-5	0	-1	-2	-2	7	4	-8	2
O=C(Nc1ncc2c(n1)CC(c1ccco1)CC2=O)c1ccc(Cl)cc1 (stereo not drawn)	-8	2	0	-5	0	-1	2	-1	-7	2
CCc1ccc(OC(C)C(=O)N(Cc2ccco2)C2CCS(=O)(=O)C2)cc1 (stereo not drawn)	-53	7	4	4	2	1	10	8	-1	12
CCOc1ccc(C(C)=O)cc1Cn1nc(C(=O)O)c2ccccc2c1=O	5	0	9	3	1	-2	-1	3	1	-2
O=C(Nc1ccc(F)cc1)C(Sc1nc2ccccc2[nH]1)c1ccccc1 (stereo not drawn)	7	-8	0	2	4	2	5	-17	3	0
CCOC(=O)N1CCN(C(=O)C(C)SCc2ccccc2)CC1 (stereo not drawn)	5	-4	4	1	1	-3	-5	0	-2	0
Cc1ccc(C)c(N2CCN(C(=O)CCc3nc(-c4ccccc4)no3)CC2)c1	1	1	1	5	-4	2	0	-5	-7	2

Reformatted with two lines to a compound: five of the compounds above.
Every second line gives: ADAM10 inh, Tn6 DDE FP, Tn7 DDE FP, TDP2 inh, PLC-gamma1 inh, ADAM17 inh, ASAP1 inh, SIAE inh, PLC-beta3 inh, ARFGAP1 inh
CCOc1ccccc1NC(=O)c1sc2nc(C)nc(N3CCOCC3)c2c1C
 : -4, -1, 2, 8, 0, -1, 4, 0, -5, -17
COc1cc2c(cc1OC)C(c1ccc3c(c1)Cc1ccccc1-3)OC(=O)C2 (stereo not drawn)
 : 9, 6, 6, 6, -5, 4, -1, -2, -6, 10
CN1CCN(c2ccc(NC(=O)c3ccc4c(c3)OCCO4)cc2Cl)CC1
 : -11, -6, 7, -6, 0, -8, 9, -4, -5, 9
CC(=O)c1ccc(S(=O)(=O)NCCC(=O)OC(C)C(=O)Nc2ccc(F)cc2)cc1 (stereo not drawn)
 : -4, -6, -6, 2, 1, -1, 1, -6, 3, -2
CC(=O)Nc1ccc(S(=O)(=O)Nc2cccc(-n3cnnn3)c2)cc1
 : 2, -3, 4, 5, -2, -5, -11, 2, -3, -1

(next part)
SMILES	ADAM10 inh	Tn6 DDE FP	Tn7 DDE FP	TDP2 inh	PLC-gamma1 inh	ADAM17 inh	ASAP1 inh	SIAE inh	PLC-beta3 inh	ARFGAP1 inh
Cc1[nH]c(-c2ccccn2)nc(=S)c1Cl	7	-3	-1	-13	4	3	-1	3	-5	2
CCc1ccc(-c2cc(C(=O)NN3CCN(C)CC3)c3ccccc3n2)cc1	-82	-4	-2	5	-12	-20	-6	-2	-9	-3
C[C@H]1NS(=O)(=O)c2cc(Cl)ccc2O[C@@H]1c1ccccc1	-5	-2	0	7	2	-2	-1	-3	2	-4
Cc1ccc2[nH]c(=O)c(C(c3nnnn3C3CCCC3)N3CCCc4ccccc43)cc2c1 (stereo not drawn)	-211	-2	2	-12	-58	-42	-15	-3	-84	2
Cc1c(C(=O)N2CCOCC2)oc2ccccc12	-1	6	-8	5	2	-1	2	2	2	6
Cc1cc(C)cc(C(=O)NC2CC(C)(C)NC(C)(C)C2)c1	10	-6	2	-18	1	-5	0	-3	-6	1
CCCCCC(=O)NC(=S)Nc1ccc(Cl)cn1	15	-1	-7	-15	10*	7	8	-3	1	19
Fc1ccc(C2=Nn3c(nnc3-c3ccco3)SC2)cc1	-3	2	-4	-1	2	-4	-2	-1	-8	5
COc1ccc(S(=O)(=O)N2CCN(C(=O)C3CC3)CC2)cc1	2	-3	-4	-1	2	0	-10	-5	-4	4
COCCn1c(=NC(=O)CSC(C)=O)sc2cc(F)ccc21	-9	-1	4	-3	4	-8	-9	2	-1	-4
CC(=O)Nc1ccc(/C=N/N2C(C)CCCC2C)cc1 (stereo not drawn)	0	-4	2	5	-2	-1	-6	9	-7	9
O=C(c1sccc1Cl)N1CCN(Cc2ccc3c(c2)OCO3)CC1	0	2	-4	12	2	-3	1	-1	-7	-8
COc1ccc(C(=O)NNC(=S)NC(=O)c2ccccc2)cc1	24*	-6	11	-15	-1	5	7	-16	-11	10

Bioassay records as filed in PubChem.
